# High-throughput results deposited in PubChem by The Scripps Research Institute Molecular Screening Center.
# SRC3 TRFRET art: TR-FRET artefact, counter-screen to PPARgamma/SRC-3 agonist assay; PPARgamma/SRC-3 format; stronger effect = higher value; TR-FRET ratio at 8 µM; 0.39% of 99,000 active; in the data active means TR-FRET ratio above about 2000; further: inactives centre near 1600; reference of the scale not given here
# SRC1 TRFRET art: TR-FRET artefact, counter-screen to PPARgamma/SRC-1 agonist assay; 0.34% of 99,000 active; TR-FRET detection artefact counter-screen, emission ratio; stronger effect = higher value; AID 1051; TR-FRET ratio at 8 µM; in the data active means TR-FRET ratio above about 2300; further: inactives centre near 1800; reference of the scale not given here
# Active calls of the source: *. This is a subset; count on the stated rates, not on these rows.
# Results follow in this order: SRC3 TRFRET art	SRC1 TRFRET art
CSc1nc(N2CCN(c3ccccc3)CC2)cc(N2CCN(c3ccccc3)CC2)n1
    1600	1883
O=C(Cn1cnc2c(nnn2Cc2ccccc2)c1=O)N1CCN(c2ccccc2)CC1
    1445	1664
CCOc1ccc(NC(=S)NC(=O)c2c(Br)cnn2C)c([N+](=O)[O-])c1
    1808	2081
COc1ccccc1NC(CC(=O)c1ccccc1)C(=O)OCC(=O)c1ccc(C)cc1 (stereo not drawn)
    1694	1957
COc1cccc2cc(C(C)N(CCCN3CCOCC3)C(=S)Nc3cc(C)cc(C)c3)oc12 (stereo not drawn)
    1681	1951
Cc1[nH]c2ccc(-c3n[nH]c(=S)n3-c3ccc(Br)cc3)cc2c1C
    1565	2034
CCOC(=O)C1CCCN(c2nc3ccccc3nc2C(C#N)C(=O)OCC)C1 (stereo not drawn)
    1588	1792
CN(Cc1nc(Cc2ccccc2F)no1)[C@@H]1CS(=O)(=O)C[C@H]1O
    1871	1892
Cc1ccc(N/C(=N/S(=O)(=O)c2cccs2)c2ccccc2)c(C)c1
    1562	1790
CC1CCN(C(c2ccccc2)c2nnnn2C(C)(C)C)CC1 (stereo not drawn)
    1543	1773
Cc1ccc(C2CC(c3cccc(Cl)c3)n3nc(N)nc3N2)cc1 (stereo not drawn)
    1509	1945
COc1ccc(CCNC(=O)CSc2nnc(-c3ccc(F)cc3)c3ccccc23)cc1OC
    1736	1954
Cc1ccccc1CC1(CO)CCCN(C(=O)c2cc(-c3ccccc3)no2)C1 (stereo not drawn)
    1680	1794
COC(=O)c1ccc(NC(=S)N2CCN(Cc3ccccc3Cl)CC2)cc1
    1514	1769
Cc1ccc(NC(=O)c2ccccc2Br)cc1S(=O)(=O)N(C)C
    1489	1755
O=C(CC1S/C(=N\S(=O)(=O)c2ccccc2)N(c2ccccc2)C1=O)Nc1ccc(F)cc1 (stereo not drawn)
    1489	1706
CCOC(=O)CCc1c(C)nc2cc(-c3ccccc3OC)[nH]n2c1=O
    1577	1999
COc1cc2nc(=S)n3[nH]c(COc4ccccc4C)nc3c2cc1OC
    1918	1867
CC1=NN(c2nc3ccccc3[nH]2)C(=O)/C1=C/N(C)C
    1589	1723
O=c1oc2cc(O)ccc2c2oc3cc(O)ccc3c12
    1673	1863
Cc1ccc(NC(=O)Cn2cc(S(=O)(=O)c3ccccc3)c(=O)c3cc(F)ccc32)cc1
    1575	1659
Cc1ccc2nc(NC(=O)C3=NN(c4ccccc4)C(=O)CC3)sc2c1
    1615	1928
COCCN=c1scc(-c2ccccc2)n1/N=C/c1c[nH]c2ccccc12
    1829	1885
CC(C)(C)[C@H]1C=C(C(=O)N2CCN(Cc3ccccc3)CC2)O[C@@H](OCc2ccc(CO)cc2)C1
    1632	1568
CC(C)N1CCC(N2CCN(C3CCCC3)CC2CCO)CC1 (stereo not drawn)
    1538	2024
O=C(CCc1ccccn1)N1CCCC(CNS(=O)(=O)c2cccs2)C1 (stereo not drawn)
    1139	1884
COc1cc(OC)cc(C(=O)NC(C)c2cnn(-c3ccccc3C)c2C)c1 (stereo not drawn)
    1393	1781
CCOc1ccc2nc(C)cc(Nc3ccc(N4CCOCC4)cc3)c2c1
    1765	2006
O=C(Oc1coc(CSc2ncccn2)cc1=O)c1cccc([N+](=O)[O-])c1
    1712	1762
CCOc1ccc(NC(=O)COC(=O)C23CC4CC(CC(C4)C2)C3)c([N+](=O)[O-])c1
    1568	1777
Cc1ccsc1/C=N/Nc1ncnc2nc[nH]c12
    1827	1927
CC(/C=C/c1ccccc1F)=N\NC(=O)c1ccc(Cl)cc1
    1772	1678
Cc1ccc(C)c(S(=O)(=O)N/N=C/c2ccc(N(C)C)cc2)c1
    1714	1935
CCOc1ccc(CN2CCN(Cc3cnn(CC)c3C)CC2CCO)cc1 (stereo not drawn)
    1460	1746
O=C(CN1C(=O)CCC1=O)Nc1nc(-c2nc3ccccc3s2)cs1
    1935	1786
Cc1ccc(-n2nc3ccc(N)cc3n2)cc1
    1502	1749
CC(C)=C1SC(N2CCN(Cc3ccccc3)CC2)=NC1=O
    1665	1851
O=C1N/C(=N\N=C\c2ccco2)SC1Cc1ccc(F)cc1 (stereo not drawn)
    1742	1858
O=C(Nc1nccs1)c1cc(-c2ccccc2)nn1-c1ccccc1
    1519	1727
CCn1nc(C)c(CN2CCCC(C(=O)c3cccc(OC(C)C)c3)C2)c1C (stereo not drawn)
    1600	1791

# Three structures from above, arranged by length of the SMILES, lowest first:
# Results follow in this order: SRC3 TRFRET art	SRC1 TRFRET art
CC(C)N1CCC(N2CCN(C3CCCC3)CC2CCO)CC1 (stereo not drawn)
    1538	2024
COCCN=c1scc(-c2ccccc2)n1/N=C/c1c[nH]c2ccccc12
    1829	1885
CC(C)(C)[C@H]1C=C(C(=O)N2CCN(Cc3ccccc3)CC2)O[C@@H](OCc2ccc(CO)cc2)C1
    1632	1568

# Looked up by compound from the entries so far (three):
# Results follow in this order: SRC3 TRFRET art	SRC1 TRFRET art
CCOc1ccc2nc(C)cc(Nc3ccc(N4CCOCC4)cc3)c2c1
    1765	2006
COCCN=c1scc(-c2ccccc2)n1/N=C/c1c[nH]c2ccccc12
    1829	1885
CC(/C=C/c1ccccc1F)=N\NC(=O)c1ccc(Cl)cc1
    1772	1678

# The list goes on:
# Results follow in this order: SRC3 TRFRET art	SRC1 TRFRET art
CN(C)C(=O)CN1CCN(Cc2cn(C)nc2-c2ccc3c(c2)OCCO3)CC1
    1594	1794
Cc1ccc(CCn2c3c(c4ccccc42)CN(C)CC3)cn1
    1699	1464
O=C(CSc1nnc(-c2ccc(F)cc2)n1-c1ccccc1)NCCN1C(=O)CSC1=O
    1600	1721
CC(=O)NC(=S)Nc1ccc(NC(=O)COc2ccc(C(C)C)cc2)cc1
    1549	1636
Cc1ccc(NS(=O)(=O)c2ccc(C(=O)NCC3CCCO3)cc2)cc1 (stereo not drawn)
    1422	1806
CC(=O)Nc1ccc2nc(-c3ccco3)[nH]c2c1
    1610	1915
CCCCn1c(N)c(NCc2ccccc2)c(=O)[nH]c1=O
    1574	1795
CCn1ccnc1CN(C)C(=O)c1cc(COc2c(F)cccc2F)on1
    1553	1711
O=C(Nc1ccccc1)Nc1cccn(Cc2c(F)cccc2Cl)c1=O
    1500	1751
COc1ccc2nc3ccccc3nc2c1
    1590	1747
CCC(C)NCCCOc1ccc([N+](=O)[O-])cc1 (stereo not drawn)
    1548	1864
CCCCCCCC[n+]1c(C)n(-c2ccccc2)c2ccc(NC(C)=O)cc21
    1573	1794
COCCOC(=O)c1c(NC(=O)CN(C)c2ccccc2)sc(C(N)=O)c1C
    1503	1545
COc1ccc(NC(=O)c2cc(OC)c(OC)c(OC)c2)cc1S(=O)(=O)N1CCCCC1
    1385	1727
C/C(=N\N1C(=O)c2ccccc2C1=O)c1cccc([N+](=O)[O-])c1
    1333	1653
O=C(OCC(=O)c1c[nH]c2ccccc12)c1cc2ccccc2cc1O
    1894	1959
Cc1ccc(CN2CCN(CC(C)C)C(CCO)C2)s1 (stereo not drawn)
    1714	1664
Cc1cccc(C(=O)Nc2ccnc(-c3cccnc3)n2)c1
    1404	1846
CCN1CCN(CCCN(Cc2ccco2)C(=S)Nc2ccc(Cl)cc2)CC1
    1533	1832
OCCNc1nc(-c2ccccc2)nc2ccccc12
    1794	1642
CC(C)C[C@H](NC(=O)c1nc[nH]c1C(=O)NC(c1ccccc1)c1ccccc1)C(=O)OCc1ccccc1
    1657	2017
Cc1cccc(C)c1NC(=O)C1(N2CCN(C(=O)c3ccco3)CC2)CCCCC1
    1525	1919
Cc1ccc(C(=O)CSc2ncnc3ccccc23)o1
    1614	1841
CCOC(=O)c1ccc(-n2c(CCC(=O)O)ccc2-c2cccs2)cc1
    1569	1731
O=C(CSc1ccccn1)Nc1ccc2c(c1)oc1ccccc12
    1267	1862
Cn1c(=O)c2c(ncn2CCCC(=N)N2CCOCC2)n(C)c1=O
    1466	1683
COC(=O)c1ccccc1NC(=O)COC(=O)CSc1nnc(N)s1
    1632	1853
Cc1ccc(OCc2n[nH]c(=S)n2N)cc1C
    1608	1990
CC(C)c1ccccc1OCCNC(=O)c1cncc(Br)c1
    1568	2007
COc1cc(Cl)ccc1NC(=O)COc1ccccc1C(=O)NN
    1603	2195
O=C(O)c1cc(S(=O)(=O)N2CCOCC2)ccc1N1CCCCC1
    1550	1620
O=C(O)C1Sc2[nH]c(=O)sc2C2c3ccc(O)cc3OC(=O)C12 (stereo not drawn)
    1463	1731
O=C(NCc1nc2ccccc2[nH]1)C1=C[C@H](c2ccccc2)C[C@H](OCc2ccc(CO)cc2)O1
    1410	1812
CCCN1CCN(C(=O)Cn2cnc3ccc(S(=O)(=O)N4CCC(C)CC4)cc3c2=O)CC1
    1687	1877
CCN(CCn1cccn1)C(=O)CC1C(=O)NCCN1Cc1ccc(F)cc1 (stereo not drawn)
    1533	1872
O=C(NC1CCCC1)C1CCN(c2cnccn2)CC1
    1635	1688
Cc1cc(O)c(C=Nc2cccc(Cl)c2)c(=O)o1
    1796	1989
CC(C)NS(=O)(=O)c1ccc(CCC(=O)Nc2ccc3c(c2)OCCO3)cc1
    1735	1801
O=C(Cc1ccc(F)cc1)N1CCC(N2CCC(C(=O)N3CCOCC3)CC2)CC1
    1494	1658
O=S1(=O)N=C(N=Nc2c(O)[nH]c3ccccc23)c2ccccc21
    1525	1736
CCOC(=O)c1c(NC(=O)CN2CCOCC2)sc2c1CCCC2=O
    1407	1915
CCCCNCc1nc2ccccc2c(=O)[nH]1
    1374	1886
O=C(COc1ccc(Cl)cc1Cl)NNC(=S)NCc1ccco1
    1633	1617
CC1CCN(CCCOc2ccc(Cl)cc2Br)CC1
    1594	1648
CCOC(=O)c1oc2ccccc2c1CSc1nnc(-c2ccco2)o1
    1549	1904
COc1ccc(C)cc1NC(=O)Nc1cnccn1
    1661	1869
CCN(CC(=O)Nc1c(F)cccc1F)C(=O)CCc1ccc(OC)cc1
    1478	1748
COc1cccc(/C=C2/SC(=O)N(C)C2=O)c1OCc1ccc(C(=O)O)cc1
    1529	1862
CC1=NN(c2nc(-c3ccc(C)cc3)cs2)C(=O)C1N=Nc1ccccc1O (stereo not drawn)
    1608	1857
COc1cc(C=O)c(Br)cc1OCC(=O)NCCc1ccccc1
    1553	1688
Cn1c(=O)cc(OCC(=O)N2CCCc3ccccc32)c2ccccc21
    1692	1435
Cc1[nH][nH]c(=O)c1C=NCc1ccc(Cl)cc1
    1548	1602
O=C(Nc1ccccc1-c1ccccc1)NC1CC2CCCC(C1)N2CCc1ccccc1 (stereo not drawn)
    1500	1709
Cc1ccc(-c2csc(CC(N)=O)n2)cc1
    1554	1666
Cc1cc(NC(=S)N(CCCN2CCN(C)CC2)Cc2ccco2)ccc1Cl
    1686	1953
Cc1nn(C)c(Cl)c1CN1CCC(CO)(CC2CCCCO2)CC1 (stereo not drawn)
    1657	1881
CCOc1ccc(C(=O)Nc2ncccc2Cl)cc1
    1605	1614
CCOC(=O)C1(Cc2ccccc2)CCN(Cc2ccc(COC)o2)CC1
    1546	1651
Fc1ccc2nc(N3CCOCC3)sc2c1
    1374	1733
COc1ccc(C(=O)N/N=C(/C)c2ccc(N3CCCCC3)cc2)cc1
    1510	1783

# (continued)
# Results follow in this order: SRC3 TRFRET art	SRC1 TRFRET art
Cc1ccc(S(=O)(=O)N2CCCCC2)cc1NC(=O)Cn1c(=O)cnc2ccccc21
    1660	1795
c1cnc(N2CCN(c3cnccn3)CC2)nc1
    1565	2141
O=C1CCC2(CC1)NC(=O)N(c1ccccc1)N2
    1426	1632
Cc1ccc(NS(=O)(=O)c2ccc3c(c2)NC(=O)CC(=O)N3)cc1C
    1419	1578
COc1cccc(C2CC(c3ccccc3C)n3nc(N)nc3N2)c1 (stereo not drawn)
    1459	1659
CC1CCCC(C)N1NC(=S)Nc1ccc(OC(F)F)cc1 (stereo not drawn)
    1588	1463
O=c1[nH]c(/C=C\c2cccnc2)c([N+](=O)[O-])c(=O)[nH]1
    1764	1743
Cc1c(C2C(C#N)=C(N)OC3=C2C(=O)CCC3)cnn1C (stereo not drawn)
    1430	1722
C/C(=N\Nc1ccc(S(=O)(=O)Nc2ccccc2)cc1[N+](=O)[O-])c1ccc(N2CCOCC2)cc1
    1658	1863
O=C(CCC(=O)Nc1ccccc1)NNC(=O)CCc1ccccc1
    1670	1832
Cc1csc(Nc2ccccc2)[n+]1C
    1634	1712
CCc1cc2c(=O)c(-c3ccc(F)cc3)c(C)oc2cc1OCC(=O)O
    1556	1866
CN(C)/N=C/c1ccc(OC(=O)c2cccc([N+](=O)[O-])c2)cc1
    1613	1842
C(=N\Nc1nc(N2CCOCC2)nc(N2CCOCC2)n1)/c1ccncc1
    1566	1881
C=CCn1c(C)nc2ccccc2c1=O
    1536	1511
COc1ccc(NC(=O)C/C(C)=N/NC(=O)c2ccncc2)c([N+](=O)[O-])c1
    1580	2049
Cc1ccc(C)c(NC(=O)Cc2ccc(S(=O)(=O)N3CCCCC3)s2)c1
    1345	1731
COc1cc(C)c(/C=C(\C#N)C(=O)Nc2ccc(C)cc2)cc1C(C)C
    1495	1908
CCC(=O)Nc1ccc(Oc2ccc(NC(=O)CC)c(NC(=O)CC)c2)cc1
    1572	1990
CC(=O)N/C(=C\c1ccc(F)cc1)C(=O)NC(Cc1c[nH]c2ccccc12)C(=O)O (stereo not drawn)
    1538	1797
O=C(CSc1nc2c(sc3ccccc32)c(=O)n1CCCN1CCOCC1)NCC1CCCO1 (stereo not drawn)
    1557	1726
CC(C)Oc1ccc(C(=O)NC(=S)N2CCOCC2)cc1
    1491	1523
CCOC(=O)C(C)(C)NS(=O)(=O)c1ccc(Cl)c([N+](=O)[O-])c1
    1618	1808
